From PubChem BioAssay
HepG2 viability – counter-screen for TGF-b inhibitors: cytotoxicity in HepG2 cells; HepG2 CAGA-GFP viability, ATP luminescence, 18 h; Potency, µM (top dose mostly 46.1 µM), for inactives: at the highest dose activity change, negative = cytotoxicity, actives largely listed as cytotoxic; hit rate 0.76% among 410,000; AID 588856; also: potency is read from the fitted curve at half-maximal effect; some results filed as inactive show a strong effect at the top dose
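CellTiter-Glo luminescence gave cytotoxicity after 18 hours at 37 degrees C. The cells were HepG2 CAGA-GFP in 1% FBS DMEM, stimulated with 500 pg/mL TGF-beta after compound addition. %Activity was normalised to no-cell wells (complete cell-killing) and DMSO (no toxicity), and curves were fitted and classified.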
Nrf2 ARE act – activators of Nrf2 (ARE) signaling. AREc32 ARE-luciferase reporter (MCF7-derived line), luminescence, 24 h. Potency, µM (highest dose often 46.1 µM), for inactives: at the highest dose activation, actives largely listed as activators. hit rate 0.31% among 410,000. AID 624171; also: potency is read from the fitted curve at half-maximal effect; % of control where 0% means no effect; nearly all actives have a fitted effect of over 65% in size
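ARE activation measured as luciferase luminescence (Steady-Glo, 30 min RT) in AREc32_Fluc cells after 24 hr compound exposure at 37 deg C, 5% CO2; cells seeded overnight at 1000/well in OPTI-MEM, 5% FBS.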
ATXN2 expr inh – ATXN2 expression inhibition; HEK-293 ATXN2-luciferase reporter, luminescence, 24 h; Potency, µM (highest dose often 57 µM), inactives show at the top dose activity change, negative = inhibition, usual class: inhibitors; hit rate 0.72% among 360,000; AID 1745845; also: potency is read from the fitted curve at half-maximal effect; % is scaled to controls: 0 for no effect and ±100 for the full control effect; nearly all actives have a fitted effect of over 55% in size
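ATXN2-luciferase reporter cells (luciferase flanked by upstream and downstream ATXN2 gene portions) were treated 24 h at 37 °C with compounds at up to 57 uM. SteadyGlo luminescence gave expression; GF-AFC fluorescence gave viability.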
IL-2 act – activators of IL-2; IL-2 activation reporter assay, cell-based qHTS; stimulated with anti-CD3/CD4/CD28 beads; in transgenic mouse T cells; activation, % (series mostly up to about 46 µM); hit rate 0.065% among 360,000; AID 652025; in the data active = activation above about 50%; inconclusive = mostly about 30% to 49%; also: 0% is about no effect
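Screening format: compound pinned onto unstimulated transgenic mouse T cells, 60 min incubation, then anti-CD3/anti-CD4/anti-CD28 bead stimulation for 18 hours at 37 degrees C, followed by EGFP and DsRed detection.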
TGFb inhibitor – TGF-b pathway inhibition | HepG2 CAGA-GFP TGF-b/SMAD3 reporter, GFP fluorescence, 18 h; TGF-beta stimulated, 500 pg/mL final | Potency, µM (highest dose often 46.1 µM), for inactives: top-dose activity, negative = inhibition, usual class: inhibitors | hit rate 1.2% among 410,000; also: potency is read from the fitted curve at half-maximal effect; % is scaled to controls: 0 for no effect and ±100 for the full control effect; nearly all actives have a fitted effect of over 65% in size
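Inhibition of TGF-beta-driven CAGA-GFP reporter expression in HEPG2 cells is measured by cellular GFP fluorescence after 18 h stimulation with 500 pg/mL recombinant TGF-beta in 1% FBS medium at 37 degrees C.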
ATXN viability – viability counter-screen for ATXN expression inhibitors; Potency, µM (series often up to 56.7 µM), actives largely listed as cytotoxic; S2 cells (HEK-293 line with an ATXN2-luciferase reporter) viability, CellTiter-Fluor protease fluorescence, 24 h; hit rate 0.49% among 400,000; also: potency is read from the fitted curve at half-maximal effect; nearly all actives have a fitted effect of over 40% in size
A549 viability – A549 cytotoxicity, counter-screen for Nrf2 inhibitors. hit rate 0.16% among 390,000. Potency, µM (highest dose often 46 µM), inactives show at the top dose activity change, negative = cytotoxicity, usual class: inhibitors. A549 ARE-Fluc cells, CellTiter-Fluor viability, 18-24 h. AID 504648; also: potency is read from the fitted curve at half-maximal effect; % is scaled to controls: 0 for no effect and ±100 for the full control effect
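A549 ARE_Fluc cells in 5% FBS OPTI-MEM were exposed to compounds in concentration-response for 18-24 h at 37 deg C. Viability was read by CellTiter-Fluor fluorescence (Ex 405/Em 525) after 30 min, before the luciferase read.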
Nrf2 block – blocks Nrf2 signaling; A549 ARE-Fluc reporter, luciferase luminescence, 18-24 h; Potency, µM (top dose mostly 46 µM), for inactives: top-dose activity change, negative = inhibition, actives largely listed as inhibitors; hit rate 2.1% among 360,000; also: potency is read from the fitted curve at half-maximal effect; % is scaled to controls: 0 for no effect and ±100 for the full control effect; nearly all actives have a fitted effect of over 60% in size
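Nrf2 function is reported as luminescence of an ARE-controlled luciferase in A549 cells. Compounds were tested at several concentrations, and a CellTiter-Fluor read on the same wells flagged cytotoxicity.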
EPAC2 agonist – EPAC2 (human) agonism | Potency, µM (series often up to 154 µM), without a hit: at the top dose activation, actives largely listed as activators | hit rate 0.079% among 360,000 | EPAC2 activation, biochemical qHTS; response scale: 100% = 6.5 mM cAMP response; also: potency is read from the fitted curve at half-maximal effect; nearly all actives have a fitted effect of over 50% in size
Target sequence (Q8WZA2 whole entry, looked up): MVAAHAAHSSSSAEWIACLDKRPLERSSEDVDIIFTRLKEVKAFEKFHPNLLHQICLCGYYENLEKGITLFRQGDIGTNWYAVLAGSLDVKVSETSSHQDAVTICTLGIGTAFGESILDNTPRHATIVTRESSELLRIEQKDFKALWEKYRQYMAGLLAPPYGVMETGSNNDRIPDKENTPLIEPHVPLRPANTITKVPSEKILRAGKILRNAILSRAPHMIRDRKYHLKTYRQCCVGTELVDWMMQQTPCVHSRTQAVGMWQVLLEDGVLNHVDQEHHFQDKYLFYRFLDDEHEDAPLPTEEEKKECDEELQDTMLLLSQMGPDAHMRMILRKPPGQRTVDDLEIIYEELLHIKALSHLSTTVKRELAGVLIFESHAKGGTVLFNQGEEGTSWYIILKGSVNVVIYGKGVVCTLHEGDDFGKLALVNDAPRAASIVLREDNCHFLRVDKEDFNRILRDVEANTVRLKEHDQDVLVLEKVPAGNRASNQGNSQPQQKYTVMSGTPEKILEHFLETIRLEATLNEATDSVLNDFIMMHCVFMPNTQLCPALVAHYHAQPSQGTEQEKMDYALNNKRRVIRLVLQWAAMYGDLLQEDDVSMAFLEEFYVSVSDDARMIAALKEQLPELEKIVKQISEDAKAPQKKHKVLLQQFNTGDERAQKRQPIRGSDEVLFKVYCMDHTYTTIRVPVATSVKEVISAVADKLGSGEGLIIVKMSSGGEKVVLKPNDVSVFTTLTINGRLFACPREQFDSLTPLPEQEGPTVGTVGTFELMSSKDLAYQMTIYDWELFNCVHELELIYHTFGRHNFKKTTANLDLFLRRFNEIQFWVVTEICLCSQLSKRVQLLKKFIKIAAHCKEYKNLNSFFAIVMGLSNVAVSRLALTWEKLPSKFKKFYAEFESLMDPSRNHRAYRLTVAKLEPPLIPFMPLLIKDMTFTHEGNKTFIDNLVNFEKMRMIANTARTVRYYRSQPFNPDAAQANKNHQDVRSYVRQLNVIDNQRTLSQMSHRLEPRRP
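Exchange assay: 100 nM EPAC2 with 250 nM Rap1B-BODIPY-GDP and 50 uM GDP. Fluorescence (ex 480/em 540 nm) read every 5 min for 30 min at room temperature. Data normalized to 6.5 mM cAMP as agonist control.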
Active calls of the source: *; i = inactive; ? = inconclusive; · = no result given; [ ] = remark or other dose. Unless noted, calls follow the shape of the dose curve; as a rule, active = well fitted curve in the direction sought with a large enough effect; inconclusive = small, poorly fitted or top-dose-only effect, or another doubt; inactive = no such curve, though single readings can be large; an effect the other way counts as inactive or inconclusive.

SMILES	HepG2 viability	Nrf2 ARE act	ATXN2 expr inh	IL-2 act	TGFb inhibitor	ATXN viability	A549 viability	Nrf2 block	EPAC2 agonist
COc1ccc(OC)c(/C=C2\SC(N3CCCC(C)C3)=NC2=O)c1 (stereo not drawn)	-7%	13%	-2%	-2.7	0%	i	9%	16%	13%
O=C(NNC(=S)Nc1ccccc1)C1CCCCC1	-30%	0.4%	2%	0.5	1%	i	5%	13%	10%
Clc1cccc(-n2cc(-c3ccccc3)c3c(N4CCCCC4)ncnc32)c1	0%	0.0%	·	·	-1%	·	11%	·	·
Cc1cc(Nc2c(C)n(C)n(-c3ccccc3)c2=O)c2ccccc2n1	8%	-1.5%	-13%	-3.7	8%	i	8%	2%	3%
COC(=O)c1cc2occc2n1CC(=O)Nc1ccc(C)cc1Cl	-89%	0.2%	2%	·	-14%	i	-2%	10%	·
CC(C)(C)NC(=O)C(c1ccncc1)N(Cc1cccs1)C(=O)Cn1nnc(-c2cccs2)n1 (stereo not drawn)	-14%	-0.1%	3%	-2.5	24%	i	-9%	-26%	-3%
COc1ccc(-c2nc3c(-c4ccc(Cl)cc4)cnn3cc2C)cc1F	-3%	2.8%	-10%	-0.2	20%	·	0%	-22%	-16%
C=CC1(C)CN(Cc2ccco2)S(=O)(=O)c2c(F)cccc2O1 (stereo not drawn)	-3%	-0.3%	13%	0.2	-1%	i	2%	2%	7%
CNC(=O)CN(c1cc([N+](=O)[O-])ccc1OC)S(C)(=O)=O	3%	-0.4%[9.22 µM]	5%	-0.2	-8%	i	6%	-10%	15%
CCC(=Nc1ccccc1OC)C1=C(O)CC(c2ccccc2)CC1=O (stereo not drawn)	-16%	0.0%	7%	0.2	-12%	i	-6%	?	14%
Cc1cc(NC(=O)CCC(=O)N(CC(=O)NCC2CCCO2)Cc2ccc(F)cc2)no1 (stereo not drawn)	-6%	-0.7%	-3%	-1.6	10%	i	-2%	-18%	-10%
COc1ccc(NCCC#N)cc1	3%	-0.4%	12%	-2.2	-10%	i	-3%	1%	-5%
COc1ccc(C2C=C(c3ccccc3)Nc3nnnn32)cc1 (stereo not drawn)	-38%	8.1%	24%	-2.3	-5%	·	2%	?	0%
C=CCn1c(=O)/c(=C/c2ccsc2)s/c1=C(\C#N)C(=O)NCCN1CCOCC1	9%	-0.3%	-6%	60*	6%	i	10%	-11%	-56%[inhibitor]
CCN(CC)CCCCCOc1ccccc1OC	3%	-1.0%	-15%	2.3	7%	i	1%	·	8%
COc1ccc(CNC(=O)COC(=O)c2cc(-c3ccc(Cl)s3)nc3ccccc23)cc1	-17%	0.0%	-14%	-0.8	?	i	-13%	?	18%
O=C(NCc1ccccc1Cl)C1CCCN(C(=O)c2cnn(-c3ccc(F)cc3)c2-n2cccc2)C1 (stereo not drawn)	-9%	0.0%	-34%	·	-16%	i	-1%	-5%	·
CCN(CC)C(=O)CSc1nc2ncc(Br)cc2[nH]1	2%	0.1%	9%	1.3	-24%	i	12%	·	-4%
COc1cc(NC(=O)c2cc3ccccn3n2)cc(OC)c1OC	-6%	7.7%	8%	·	-6%	i	1%	-1%	·
Cc1c(NC(=O)C(C)OC(=O)C(NC(=O)c2ccco2)C(C)C)c(=O)n(-c2ccccc2)n1C (stereo not drawn)	8%	-0.3%	5%	-0.3	-10%	i	-4%	16%	7%
CCOc1ccc(N2CC(C(=O)OC)CC2=O)cc1 (stereo not drawn)	-5%	-0.5%	-18%	1.6	0%	i	5%	·	13%
CC(C)N(C(=O)c1ccc(-c2ccccc2F)cc1)C(C)C	-1%	0.1%	-2%	2.6	0%	i	-15%	?	3%
O=C(NCc1ccc2c(c1)OCO2)c1nnc(Cc2ccc(F)cc2)o1	-21%	-0.1%	-3%	-2.4	?	i	-2%	3%	8%
CCn1c(-c2ccc(-c3ccccc3)cc2)c[nH]c1=S	-11%	5.5%	6%	0.3	-13%	i	-8%	?	5%
COc1ccc(-c2nc(CS(=O)CC(=O)NCCc3ccccc3)c(C)o2)cc1OC (stereo not drawn)	-22%	5.9%	·	·	-10%	·	-7%	-10%	·
Cc1ccc(C=C2SC(=S)N(CCCC(=O)Nc3cccc(C(=O)O)c3)C2=O)cc1	-1%	-2.6%	7%	0.7	3%	?	·	·	1%
CCc1ccc(NC(=O)C2(c3cccs3)CCOCC2)cc1	-8%	0.4%	-18%	·	-8%	i	19%	·	·
CC1CN(CC(O)COC(c2ccc(Cl)cc2)c2ccc(Cl)cc2)CC(C)O1 (stereo not drawn)	16µM*	5.3%	?	-0.7	?	?	0%	6%	5%
O=C(Nc1ccc2c(c1)OCO2)c1cc(-c2ccc(Br)cc2)on1	-1%	-0.3%	-20%	·	3%	?	5%	?	·
Cc1cc(S(=O)(=O)N2CCC3(CC2)OCCN3S(=O)(=O)c2cccs2)ccc1F	7%	-0.7%	7%	3.9	1%	i	2%	?	-1%
CC(C)[C@H](NC(=O)c1ccccc1Br)C(=O)OCc1nc2ccsc2c(=O)[nH]1	-4%	-0.4%	6%	-2.1	-8%	i	2%	-4%	-1%
COc1ccc(C(NC(C)=O)c2cc(Cl)c3cccnc3c2O)cc1 (stereo not drawn)	-43%	0.5%	4.5µM*	-0.6	7.1µM*	i	-12%	?	16%
C=CCn1c(=NC(=O)c2cc(Cl)sc2Cl)sc2cc(S(N)(=O)=O)ccc21	-40%	?	?	16	?	i	10%	-17%	-1%
CCOc1ccc(C(=O)OCc2nnc(-c3cccs3)o2)cc1OC	-7%	2.9%	-7%	-1.2	-25%	i	-7%	11%	24%
CCN(CC)S(=O)(=O)c1ccc(N2CCOCC2)c(NC(=O)CN2C(=O)NC(C)(c3ccccc3)C2=O)c1 (stereo not drawn)	3%	-0.2%	12%	1.4	-2%	i	8%	-10%	3%
COc1cc(OC)cc(C(=O)N[C@H](C(=O)Nc2c(C)n(C)n(-c3ccccc3)c2=O)C(C)C)c1	-3%	-0.8%	8%	0.4	5%	i	9%	3%	2%

Sorted by molecular weight (low to high): some entries from above.
SMILES	HepG2 viability	Nrf2 ARE act	ATXN2 expr inh	IL-2 act	TGFb inhibitor	ATXN viability	A549 viability	Nrf2 block	EPAC2 agonist
COc1ccc(NCCC#N)cc1	3%	-0.4%	12%	-2.2	-10%	i	-3%	1%	-5%
CCN(CC)CCCCCOc1ccccc1OC	3%	-1.0%	-15%	2.3	7%	i	1%	·	8%
CC(C)N(C(=O)c1ccc(-c2ccccc2F)cc1)C(C)C	-1%	0.1%	-2%	2.6	0%	i	-15%	?	3%
CCc1ccc(NC(=O)C2(c3cccs3)CCOCC2)cc1	-8%	0.4%	-18%	·	-8%	i	19%	·	·
CNC(=O)CN(c1cc([N+](=O)[O-])ccc1OC)S(C)(=O)=O	3%	-0.4%[9.22 µM]	5%	-0.2	-8%	i	6%	-10%	15%
COc1cc(NC(=O)c2cc3ccccn3n2)cc(OC)c1OC	-6%	7.7%	8%	·	-6%	i	1%	-1%	·
CCN(CC)C(=O)CSc1nc2ncc(Br)cc2[nH]1	2%	0.1%	9%	1.3	-24%	i	12%	·	-4%
COc1ccc(OC)c(/C=C2\SC(N3CCCC(C)C3)=NC2=O)c1 (stereo not drawn)	-7%	13%	-2%	-2.7	0%	i	9%	16%	13%
COC(=O)c1cc2occc2n1CC(=O)Nc1ccc(C)cc1Cl	-89%	0.2%	2%	·	-14%	i	-2%	10%	·
O=C(NCc1ccc2c(c1)OCO2)c1nnc(Cc2ccc(F)cc2)o1	-21%	-0.1%	-3%	-2.4	?	i	-2%	3%	8%
CCOc1ccc(C(=O)OCc2nnc(-c3cccs3)o2)cc1OC	-7%	2.9%	-7%	-1.2	-25%	i	-7%	11%	24%
O=C(Nc1ccc2c(c1)OCO2)c1cc(-c2ccc(Br)cc2)on1	-1%	-0.3%	-20%	·	3%	?	5%	?	·
COc1ccc(-c2nc(CS(=O)CC(=O)NCCc3ccccc3)c(C)o2)cc1OC (stereo not drawn)	-22%	5.9%	·	·	-10%	·	-7%	-10%	·
Cc1cc(NC(=O)CCC(=O)N(CC(=O)NCC2CCCO2)Cc2ccc(F)cc2)no1 (stereo not drawn)	-6%	-0.7%	-3%	-1.6	10%	i	-2%	-18%	-10%

Ordered by value in IL-2 act (high to low): 3 from the list above.
compound | IL-2 act | TGFb inhibitor
Cc1cc(S(=O)(=O)N2CCC3(CC2)OCCN3S(=O)(=O)c2cccs2)ccc1F | 3.9 | 1%
Cc1ccc(C=C2SC(=S)N(CCCC(=O)Nc3cccc(C(=O)O)c3)C2=O)cc1 | 0.7 | 3%
COc1ccc(C(NC(C)=O)c2cc(Cl)c3cccnc3c2O)cc1 (stereo not drawn) | -0.6 | 7.1µM*

(next part)
SMILES	HepG2 viability	Nrf2 ARE act	ATXN2 expr inh	IL-2 act	TGFb inhibitor	ATXN viability	A549 viability	Nrf2 block	EPAC2 agonist
CCN(CC)CCCNc1nc(-n2nc(C)cc2C)nc2sc3c(c12)CC(C)(C)OC3	-35%	2.1%	20%	-1.1	-4%	i	-8%	3%	4%
COc1cccc(OC)c1C(=O)O/N=C(\N)c1ccncc1	24%	-0.6%	11%	1.1	-12%	i	-4%	-18%	9%
Cn1cc(-c2nnnn2-c2ccc(Cl)cc2)c(C(F)(F)F)n1	0%	0.0%	3%	-1.8	-4%	i	3%	1%	-2%
NC(=O)C1CCN(C(=O)c2ccc3nc(N4CCCCC4)sc3c2)CC1	7%	-0.7%	30%	-0.8	-5%	i	2%	?	8%
